Assay outcomes deposited in PubChem BioAssay by several laboratories.
GLD-1 RNA inh = GLD-1/TGE RNA complex disruptors, primary screen, biochemical, fluorescence polarization; Female germline-specific tumor suppressor gld-1 (Caenorhabditis elegans), Q17339; purified GLD-1 + fluorescein TGE RNA; inhibition, % at 5.96 µM; 320,000 tested, 0.44% active; AID 2280, 2010;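 active = percent inhibition above a per-plate cutoff, the plate mean of test compounds plus 3 SD, cut at about 30% in these data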;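 also: 0% = DMSO wells with GLD-1 and probe and 100% = wells lacking GLD-1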
Target sequence (Q17339 whole entry, looked up): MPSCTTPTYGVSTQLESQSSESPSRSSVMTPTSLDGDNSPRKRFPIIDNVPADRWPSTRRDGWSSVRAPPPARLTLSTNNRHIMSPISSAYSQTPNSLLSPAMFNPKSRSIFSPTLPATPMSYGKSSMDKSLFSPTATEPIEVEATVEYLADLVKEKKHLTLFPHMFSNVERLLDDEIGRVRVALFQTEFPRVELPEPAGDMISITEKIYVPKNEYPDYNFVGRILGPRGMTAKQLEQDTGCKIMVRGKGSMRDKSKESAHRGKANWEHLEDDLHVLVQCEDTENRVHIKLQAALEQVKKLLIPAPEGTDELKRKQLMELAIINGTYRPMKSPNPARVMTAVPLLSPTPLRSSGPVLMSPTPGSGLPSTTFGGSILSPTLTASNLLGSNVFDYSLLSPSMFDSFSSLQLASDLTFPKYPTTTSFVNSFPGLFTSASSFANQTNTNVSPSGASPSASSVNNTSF
VLA-4 inh = inhibition in human VLA-4 binding assay, primary screen, VLA-4 allosteric modulator project, MLPCN library, flow cytometry, VLA-4 expressing cells; 330,000 tested, 0.2% active; inhibition, % (about 7 µM as worked out from the volumes in the protocol); Integrin alpha-4 (Homo sapiens), P13612; ligand binding flow cytometry; in the data active = inhibition above about 50%
MCL1 BIM primary = inhibitors of MCL1 binding to BIM-BH3, primary screen, biochemical, fluorescence polarization. 320,000 tested, 0.68% active. GST-MCL1 / FITC-Bim-BH3 fluorescence polarization. Induced myeloid leukemia cell differentiation protein Mcl-1 (Homo sapiens), Q07820. inhibition, % at 10.9 µM;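 active = inhibition above the mean inhibition of all tested compounds plus 3 SD, set per campaign, cut at about 40% in these data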;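 also: 0% = DMSO wells and 100% = unlabeled Bim-BH3 peptide control; higher means more loss of mP so more displacement of Bim peptide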
Target sequence (Q07820 whole entry, looked up): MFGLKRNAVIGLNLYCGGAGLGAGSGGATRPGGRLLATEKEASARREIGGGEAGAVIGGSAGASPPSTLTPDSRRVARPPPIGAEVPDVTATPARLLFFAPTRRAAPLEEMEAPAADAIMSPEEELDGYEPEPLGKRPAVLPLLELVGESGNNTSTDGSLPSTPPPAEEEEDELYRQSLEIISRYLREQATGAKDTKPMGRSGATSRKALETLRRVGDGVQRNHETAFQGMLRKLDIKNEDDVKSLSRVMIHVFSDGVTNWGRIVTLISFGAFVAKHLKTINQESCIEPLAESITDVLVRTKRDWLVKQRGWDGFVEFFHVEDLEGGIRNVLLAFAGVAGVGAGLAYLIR
CIT2-GFP yeast = modulators of CIT2-GFP expression in yeast, primary screen, S. cerevisiae, GFP fusion, multiplex flow cytometry, MLPCN library | AID 2029, 2009 | S. cerevisiae CIT2-GFP strain, 3 h; 100 means same as DMSO wells | 320,000 tested, 0.065% active | GFP response vs DMSO, % at 10 µM;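 active = GFP response relative to DMSO above a set limit, near the screen mean plus 3 SD, cut at about 150% in these data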;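 also: ratio of well median GFP fluorescence to mean of DMSO wells on the plate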
GRK2 inh = compounds blocking aptamer binding on GRK2 – biochemical, human GRK2, bead flow cytometry, HTS, primary screen. FAM-aptamer displacement from GRK2. inhibition of aptamer binding, % at 10 µM. 330,000 tested, 0.59% active;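 active = inhibition of aptamer binding above 40%, roughly 3 SD of noise, on plates passing a quality check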;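 also: median bead fluorescence of bound FAM aptamer so fluorescent compounds give negative values; no value below 0 was filed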
CR mimetic SO = reduction of superoxide in aged yeast, primary screen, HTS | S. cerevisiae aged cells, superoxide DHE fluorescence; hits give low values | superoxide response (% of plate mean), % at 10 µM | 330,000 tested, 0.18% active;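 active = superoxide response under a set limit, about three screen SD below normal, cut at about 65% in these data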;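 also: yeast aged for seven days with compound at 30 °C before DHE staining; 100% = average MFI of all compound-treated wells on the plate with controls excluded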
AGP1 TOR yeast = modulators of AGP1-GFP expression in yeast TOR pathway, primary screen, cell-based, multiplex flow cytometry, S. cerevisiae, MLPCN library | AID 2066, 2009 | 320,000 tested, 0.02% active | 3 h; GFP as percent of DMSO wells | GFP response vs DMSO, % at 10 µM;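 active = GFP response relative to DMSO above a set limit, near screen average plus 3 SD, cut at about 150% in these data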;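 also: median GFP channel fluorescence of the gated AGP1 strain per well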
BCLXL inh = inhibitors of human Bcl-xL, primary screen, biochemical, fluorescence polarization, HTS | 320,000 tested, 0.7% active | Bcl-2-like protein 1 (Homo sapiens), Q07817 | inhibition, % at 10.9 µM | AID 2129, 2009 | GST-Bcl-xL / FITC-Bim BH3 peptide fluorescence polarization;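 active = inhibition above the mean of all tested compounds plus 3 SD, cutoff set per campaign, cut at about 30% in these data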;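 also: 0% = DMSO wells and 100% = unlabeled Bim-BH3 peptide competitor; inhibitors lower millipolarization by displacing the labeled peptide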
Target sequence (Q07817 whole entry, looked up): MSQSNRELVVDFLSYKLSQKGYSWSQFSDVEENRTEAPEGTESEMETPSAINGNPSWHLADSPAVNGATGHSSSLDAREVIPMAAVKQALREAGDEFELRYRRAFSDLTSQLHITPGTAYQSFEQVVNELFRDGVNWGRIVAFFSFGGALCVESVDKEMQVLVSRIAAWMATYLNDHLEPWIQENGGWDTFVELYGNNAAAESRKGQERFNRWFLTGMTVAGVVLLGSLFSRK
MEX-5 binding = MEX-5 zinc finger RNA-binding disruptors – biochemical, C. elegans, fluorescence polarization, MLPCN library, primary screen; AID 1832, 2009; MEX-5/FITC-TCR2 RNA binding; hits give low values; activity score (negative = inhibition of binding), % at 10 µM; 300,000 tested, 0.38% active;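 active = inhibition past about -25% in most replicates, and total fluorescence under double the plate's negative control median, limit read from the data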;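 also: 0% = DMSO and -100% = 5 µM competing unlabeled TCR2 RNA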
* hit, by the source's call. Random draw from the library. Share with any hit: about 2.1%.

Preview:
For CCCCC(=O)NC(c1cccc([N+](=O)[O-])c1)c1c(OC(C)=O)ccc2ccccc12 (centres undefined) the results were GLD-1 RNA inh 5, VLA-4 inh -8, MCL1 BIM primary -6, CIT2-GFP yeast 102, GRK2 inh 0, CR mimetic SO 82, AGP1 TOR yeast 98, BCLXL inh 0 and MEX-5 binding 0.6.
Cc1ccc2[nH]c(=O)c(CN(CCO)C(=O)NCc3ccccc3)cc2c1 was read as GLD-1 RNA inh 3, VLA-4 inh 3, MCL1 BIM primary 0, CIT2-GFP yeast 102, GRK2 inh 3, CR mimetic SO 92, AGP1 TOR yeast 106, BCLXL inh 3 and MEX-5 binding -1.4.

The list itself, from the start:
For CCCCC(=O)NC(c1cccc([N+](=O)[O-])c1)c1c(OC(C)=O)ccc2ccccc12 (centres undefined) the results were GLD-1 RNA inh 5, VLA-4 inh -8, MCL1 BIM primary -6, CIT2-GFP yeast 102, GRK2 inh 0, CR mimetic SO 82, AGP1 TOR yeast 98, BCLXL inh 0 and MEX-5 binding 0.6.
Cc1ccc2[nH]c(=O)c(CN(CCO)C(=O)NCc3ccccc3)cc2c1 was read as GLD-1 RNA inh 3, VLA-4 inh 3, MCL1 BIM primary 0, CIT2-GFP yeast 102, GRK2 inh 3, CR mimetic SO 92, AGP1 TOR yeast 106, BCLXL inh 3 and MEX-5 binding -1.4.
O=C(CC1NC(=O)NC1=O)Nc1cccc2ccccc12 (centres undefined) was read as GLD-1 RNA inh 0, VLA-4 inh -7, MCL1 BIM primary 2, CIT2-GFP yeast 109, GRK2 inh 0, CR mimetic SO 115, AGP1 TOR yeast 109, BCLXL inh 6 and MEX-5 binding -1.6.
`CCCCCOc1ccc(CSC2=NCCN2)cc1[N+](=O)[O-]` gave GLD-1 RNA inh 7, VLA-4 inh -14, MCL1 BIM primary 5, CIT2-GFP yeast 102, GRK2 inh 0, CR mimetic SO 117, AGP1 TOR yeast 97, BCLXL inh 0 and MEX-5 binding 2.4.
For CCc1nc(SCc2ccccn2)c2c(=O)n(C)c(=O)n(C)c2n1 the results were GLD-1 RNA inh 6, VLA-4 inh -14, MCL1 BIM primary 5, CIT2-GFP yeast 91, GRK2 inh 5, CR mimetic SO 101, AGP1 TOR yeast 97, BCLXL inh 10 and MEX-5 binding 1.0.
`COc1ccc(S(=O)(=O)N2CCN(Cc3ccc4c(c3)OCO4)CC2)cc1` gave GLD-1 RNA inh 0, VLA-4 inh 12, MCL1 BIM primary 1, CIT2-GFP yeast 104, GRK2 inh 1, CR mimetic SO 92, AGP1 TOR yeast 97, BCLXL inh 3 and MEX-5 binding -0.3.
For COc1ccc(S(=O)(=O)N2CCSCC2)cc1C(N)=O the results were GLD-1 RNA inh 5, VLA-4 inh 4, MCL1 BIM primary 11, CIT2-GFP yeast 100, GRK2 inh 0, CR mimetic SO 99, AGP1 TOR yeast 100, BCLXL inh 7 and MEX-5 binding -3.6.
Cc1ccc(NC(=O)CSCC(=O)N=c2sccn2C)cc1 was read as GLD-1 RNA inh 2, VLA-4 inh -1, MCL1 BIM primary -1, CIT2-GFP yeast 94, GRK2 inh 0, CR mimetic SO 106, AGP1 TOR yeast 101, BCLXL inh 1 and MEX-5 binding 1.5.
Cc1ccc(S(=O)(=O)N2CCCC2=O)c(C)c1N(C)S(C)(=O)=O was read as GLD-1 RNA inh 0, VLA-4 inh 0, MCL1 BIM primary -2, CIT2-GFP yeast 105, GRK2 inh 1, CR mimetic SO 102, AGP1 TOR yeast 102, BCLXL inh 2 and MEX-5 binding 0.9.
Screening COC(=O)c1ccc(Cl)c(-c2ccc(/C=N/NC(=O)Nc3ccccc3)o2)c1 returned GLD-1 RNA inh 15, VLA-4 inh -2, MCL1 BIM primary 2, CIT2-GFP yeast 108, GRK2 inh 0, CR mimetic SO 96, AGP1 TOR yeast 103, BCLXL inh 0 and MEX-5 binding -5.9.
For CCOc1cccc(NC(=O)CSc2sc3c(O)cc(=O)[nH]c3c2C#N)c1 the results were GLD-1 RNA inh -1, VLA-4 inh 2, MCL1 BIM primary 2, CIT2-GFP yeast 108, GRK2 inh 0, CR mimetic SO 96, AGP1 TOR yeast 104, BCLXL inh 7 and MEX-5 binding -1.0.
Screening Cc1ccc(C(C)(C)C)c(SCC(=O)Nc2nnc(C)s2)c1 returned GLD-1 RNA inh -1, VLA-4 inh 6, MCL1 BIM primary 3, CIT2-GFP yeast 99, GRK2 inh 0, CR mimetic SO 96, AGP1 TOR yeast 102, BCLXL inh 1 and MEX-5 binding -1.7.
Screening Cc1ccc(C)c(N2CCN(C3CCCCC3NS(=O)(=O)c3ccccc3)CC2)c1 (centres undefined) returned GLD-1 RNA inh -3, VLA-4 inh 7, MCL1 BIM primary -4, CIT2-GFP yeast 95, GRK2 inh 0, CR mimetic SO 88, AGP1 TOR yeast 97, BCLXL inh 2 and MEX-5 binding 2.8.
COC(=O)c1[nH]c2cccc(OC)c2c1NC(=O)CN1CC(C)OC(C)C1 (centres undefined) was read as GLD-1 RNA inh 4, VLA-4 inh 5, MCL1 BIM primary -7, CIT2-GFP yeast 112, GRK2 inh 2, CR mimetic SO 93, AGP1 TOR yeast 109, BCLXL inh 5 and MEX-5 binding -1.1.
Screening COc1cc(/C=C/c2ccc3cccc(O)c3n2)ccc1O returned GLD-1 RNA inh -6, VLA-4 inh -3, MCL1 BIM primary 14, CIT2-GFP yeast 106, GRK2 inh 1, CR mimetic SO 91, AGP1 TOR yeast 81, BCLXL inh 16 and MEX-5 binding -14.
Screening NS(=O)(=O)c1cccc(NC(=O)c2ccno2)c1 returned GLD-1 RNA inh -2, VLA-4 inh 5, MCL1 BIM primary 9, CIT2-GFP yeast 104, GRK2 inh 1, CR mimetic SO 103, AGP1 TOR yeast 98, BCLXL inh 4 and MEX-5 binding 1.4.
`O=C(Nc1ccccc1F)N1CCC(NC(=O)C23CC4CC(CC(C4)C2)C3)CC1` gave GLD-1 RNA inh -8, VLA-4 inh -2, MCL1 BIM primary 2, CIT2-GFP yeast 111, GRK2 inh 0, CR mimetic SO 95, AGP1 TOR yeast 109, BCLXL inh 6 and MEX-5 binding -1.0.
`NS(=O)(=O)c1ccc(NC(=O)CSc2nc3ccccc3nc2N2CCOCC2)cc1` gave GLD-1 RNA inh 2, VLA-4 inh -12, MCL1 BIM primary 4, CIT2-GFP yeast 115, GRK2 inh 0, CR mimetic SO 83, AGP1 TOR yeast 113, BCLXL inh 8 and MEX-5 binding -4.1.
For N/C(=N\OC(=O)Cc1cccs1)c1cccc([N+](=O)[O-])c1 the results were GLD-1 RNA inh 0, VLA-4 inh 7, MCL1 BIM primary -12, CIT2-GFP yeast 98, GRK2 inh 1, CR mimetic SO 104, AGP1 TOR yeast 90, BCLXL inh -1 and MEX-5 binding 1.5.
`CC(=O)Nc1ccc(-c2cc(-c3ccc(NC(C)=O)cc3)nc(-c3ccc(NC(C)=O)cc3)n2)cc1` gave GLD-1 RNA inh 5, VLA-4 inh 1, MCL1 BIM primary 0, CIT2-GFP yeast 98, GRK2 inh 5, CR mimetic SO 86, AGP1 TOR yeast 89, BCLXL inh 2 and MEX-5 binding -0.9.
`CN1CCN(S(=O)(=O)c2cc([N+](=O)[O-])ccc2N2CCCCCC2)CC1` gave GLD-1 RNA inh -1, VLA-4 inh 13, MCL1 BIM primary 3, CIT2-GFP yeast 94, GRK2 inh 3, CR mimetic SO 103, AGP1 TOR yeast 101, BCLXL inh 7 and MEX-5 binding -0.9.
Screening CCS(=O)(=O)c1ccc2c(c1)N(S(C)(=O)=O)CC(C(=O)NC1CC1)O2 (centres undefined) returned GLD-1 RNA inh -4, VLA-4 inh -6, MCL1 BIM primary 2, CIT2-GFP yeast 97, GRK2 inh 3, CR mimetic SO 106, AGP1 TOR yeast 104, BCLXL inh -1 and MEX-5 binding -2.2.
`Fc1ccccc1Nc1nc(Cl)nc(Cl)n1` gave GLD-1 RNA inh 1, VLA-4 inh 6, MCL1 BIM primary 2, CIT2-GFP yeast 96, GRK2 inh 2, CR mimetic SO 88, AGP1 TOR yeast 95, BCLXL inh 7 and MEX-5 binding -7.3.
`COC(=O)c1ccc(NC(=S)NC2CCc3ccccc32)cc1` (centres undefined) gave GLD-1 RNA inh 5, VLA-4 inh 0, MCL1 BIM primary -1, CIT2-GFP yeast 108, GRK2 inh 0, CR mimetic SO 101, AGP1 TOR yeast 106, BCLXL inh 3 and MEX-5 binding -1.0.
Screening S=C1N(c2ccccc2)CN(CCN2CCOCC2)CN1c1ccccc1 returned GLD-1 RNA inh -4, VLA-4 inh 15, MCL1 BIM primary 2, CIT2-GFP yeast 96, GRK2 inh 0, CR mimetic SO 99, AGP1 TOR yeast 103, BCLXL inh 7 and MEX-5 binding -1.0.
For CN1C(=O)/C(=C/c2cc3c(cc2Br)OCO3)NC1=S the results were GLD-1 RNA inh -1, VLA-4 inh 17, MCL1 BIM primary 0, CIT2-GFP yeast 89, GRK2 inh 4, CR mimetic SO 100, AGP1 TOR yeast 94, BCLXL inh 3 and MEX-5 binding -7.6.
`O=[N+]([O-])c1cc(S(=O)(=O)C(F)(F)F)ccc1N1CCN(c2ccccc2)CC1` gave GLD-1 RNA inh -7, VLA-4 inh -9, MCL1 BIM primary -9, CIT2-GFP yeast 97, GRK2 inh 3, CR mimetic SO 87, AGP1 TOR yeast 96, BCLXL inh 0 and MEX-5 binding -1.7.
For CC(=O)c1c(C)[nH]c(C(=O)Nc2cccc3ccccc23)c1C the results were GLD-1 RNA inh 1, VLA-4 inh 7, MCL1 BIM primary -12, CIT2-GFP yeast 84, GRK2 inh 1, CR mimetic SO 108, AGP1 TOR yeast 92, BCLXL inh -3 and MEX-5 binding 1.1.

Reprinted at random: 3 entries already listed
`NS(=O)(=O)c1ccc(NC(=O)CSc2nc3ccccc3nc2N2CCOCC2)cc1` gave GLD-1 RNA inh 2, VLA-4 inh -12, MCL1 BIM primary 4, CIT2-GFP yeast 115, GRK2 inh 0, CR mimetic SO 83, AGP1 TOR yeast 113, BCLXL inh 8 and MEX-5 binding -4.1.
For CC(=O)c1c(C)[nH]c(C(=O)Nc2cccc3ccccc23)c1C the results were GLD-1 RNA inh 1, VLA-4 inh 7, MCL1 BIM primary -12, CIT2-GFP yeast 84, GRK2 inh 1, CR mimetic SO 108, AGP1 TOR yeast 92, BCLXL inh -3 and MEX-5 binding 1.1.
`O=C(Nc1ccccc1F)N1CCC(NC(=O)C23CC4CC(CC(C4)C2)C3)CC1` gave GLD-1 RNA inh -8, VLA-4 inh -2, MCL1 BIM primary 2, CIT2-GFP yeast 111, GRK2 inh 0, CR mimetic SO 95, AGP1 TOR yeast 109, BCLXL inh 6 and MEX-5 binding -1.0.
